From PubChem BioAssay
Growth percent in the NCI-60 one-dose screen (48 h, 10 µM unless noted): 100 = growth as untreated, 0 = no growth, -100 = all killed.
SK-MEL-2 – SK-MEL-2 melanoma; 77,000 compounds, 4.7% hits; AID 1794763
BT-549 – BT-549 breast cancer | 78,000 compounds, 4.4% hits
T-47D – T-47D breast cancer; 79,000 compounds, 5% hits
MALME-3M – MALME-3M melanoma; 78,000 compounds, 5.8% hits; AID 1794766
MDA-MB-231 – MDA-MB-231 breast cancer. 81,000 compounds, 5% hits
LOX IMVI – LOX IMVI melanoma | 79,000 compounds, 7.4% hits
HS 578T – HS 578T breast cancer | 78,000 compounds, 4.1% hits | AID 1794788
MCF7 – MCF7 breast cancer; 82,000 compounds, 6.3% hits; AID 1794796
Starred values were filed as active, the others as inactive; nt = not tested or not shown; & = joins results of further samples. How the source made its calls: active means growth percent below 10; inactive means the rest. The list is partial; the hit share may differ from the screen's.

Every second line gives: SK-MEL-2	MCF7	MALME-3M	HS 578T	T-47D	MDA-MB-231	LOX IMVI	BT-549
O=S(=O)(F)c1ccc(C[P+](c2ccccc2)(c2ccccc2)c2ccccc2)c(Cl)c1
    89.2	81.7	110.2	108.6	95.6	110.9	100.6	99.2
Nc1nc(=S)nc(N)[nH]1
    100.9	96.5	102.3	nt	94.5	92.1	nt	77.8
CCOC(=O)NN(CCOS(=O)(=O)c1ccccc1)CCOS(=O)(=O)c1ccccc1
    92.0	96.6	96.9	124.5	86.6	104.9	90.2	106.4
CC(=O)O[C@H]1CC[C@]2(C)[C@H]3CC[C@@H]4[C@H]5[C@H](C)[C@@]6(C)OC(=O)[C@]5(CC[C@@]4(C)[C@]3(C)CC[C@H]2C1(C)C)C[C@@H]6C1(C)OOC2(CCCCC2)OO1
    103.8	96.4	86.0	87.2	98.4	94.3	99.0	111.5
c1ccc(C(c2ccccc2)C2CCNCC2)cc1
    99.5	98.7	100.4	92.9	96.7	94.4	97.1	86.4
CCN(CCCl)/N=N/c1nc2c([nH]1)c(=O)n(C)c(=O)n2C
    92.7	94.4	98.5	111.3	85.1	111.9	101.0	101.3
O=C(Nc1ccc(S(=O)(=O)F)cc1)Oc1ccccc1
    106.8	91.6	100.7	nt	95.9	103.7	95.1	98.2
COc1ccc(CN)cc1OC
    111.6	95.5&103.1	96.8	100.7&110.2	97.4&112.6	107.0&109.0	94.2&98.2	101.9&112.6
OCC(c1ccc(Cl)cc1)c1ccc(Cl)cc1
    nt	93.7	98.0	108.4	106.3	124.3	90.2	nt
O=NN(CCCl)C(=O)NCCO
    nt	98.2	97.5	106.9	93.8	99.9	88.4	100.7

(continued)
Every second line gives: SK-MEL-2	MCF7	MALME-3M	HS 578T	T-47D	MDA-MB-231	LOX IMVI	BT-549
CCOP(=O)(Nc1ccc2c(c1)/C(=N/NC(N)=S)c1ccccc1-2)OCC
    109.8	69.6	139.0	82.0	nt	59.7	88.9	101.4
CCCC1(CC(C)CC)C(=O)NC(=O)NC1=O (stereo not given) (tested in a mixture with another compound)
    110.9	103.7	112.5	103.4	95.5	98.6	90.1	81.0
NC(=O)CNCc1ccc([As]=O)cc1 (stereo not given)
    108.4	100.4	102.1	101.3	105.0	101.2	97.7	108.5
CNC1(c2ccc(F)cc2)CCCCC1
    101.7	99.4	117.3	97.2	nt	82.3	98.9	108.5
CC1=C(C)CC2(C(=O)NC(=O)NC2=O)C(C)C1 (stereo not given)
    98.1	103.0	94.5	96.6	83.4	94.8	91.4	120.5
CC(=O)ONc1ccc([N+](=O)[O-])c(C(F)(F)F)c1
    102.2	93.6	111.1	90.7	77.1	102.3	98.8	92.9
COC(=O)C1OC(Oc2ccc(N(CCCl)CCCl)cc2)C(OC(C)=O)C(OC(C)=O)C1OC(C)=O (stereo not given)
    108.6	57.8	96.1	102.3	77.4	88.5	77.2	95.3
CCOC(=O)C12C(=O)OC3(C)Oc4ccc([N+](=O)[O-])cc4C1C32 (stereo not given)
    108.1	95.2	102.6	107.7	107.5	105.9	100.0	84.6
Cc1ccc(C(=O)Nc2ccc(CCN3CCN(CCCl)CC3)cc2)cc1Nc1ncnc2nc[nH]c12
    95.2	90.6	97.2	101.0	78.0	80.0	87.6	94.1
O=C(N/N=C\c1ccc(N(CCCl)CCCl)cc1)C(=O)N/N=C\c1ccc(N(CCCl)CCCl)cc1
    107.1	77.8	99.4	nt	100.2	98.9	98.7	97.9

Next compounds
Every second line gives: SK-MEL-2	MCF7	MALME-3M	HS 578T	T-47D	MDA-MB-231	LOX IMVI	BT-549
CCCCOCCOP(=O)(OCCOCCCC)OCCOCCCC
    113.6	104.5	110.6	95.5	96.2	99.0	91.7	114.0
Clc1ccc(C(Cl)(Cl)Cl)c(Cl)c1
    nt	94.6	102.8	101.7	104.7	117.5	99.9	105.5
Nc1c(F)cc(-c2nc3cc(F)ccc3[se]2)cc1F
    107.1	2.3*	100.7	94.7	5.8*	54.6	89.3	78.9
O=C(CCl)Oc1ccccc1Cl
    104.3	105.9	115.3	111.2	96.3	108.7	102.4	116.7
Cc1ccc(C=C(C#N)C#N)o1
    nt	111.7	114.8	116.0	101.5	121.6	nt	103.0
O=C1NC(=S)NC(=O)C1Cc1ccccc1
    94.7	102.4	101.3	110.8	94.5	109.9	96.4	117.5
CSc1nc(C)c(Br)c(N2CC2)n1
    104.8&112.0	92.6&107.6	116.8&110.5	102.6&113.0	108.7&93.8	89.2&105.7	98.1&108.2	108.2&103.6
c1ccc(CCNC2CC3CCC2C3)cc1 (stereo not given)
    97.9	101.2	98.7	111.9	94.7	106.0	104.5	97.3
CCN1CC2(CN(CC)C1=S)C(=O)NC(=O)NC2=O
    99.0	92.5	103.4	103.7	90.4	109.7	102.9	91.4
Clc1cccc(Cl)c1CBr
    96.6	102.6	91.8	108.5	102.2	109.8	95.4	104.8

The results go on.
Every second line gives: SK-MEL-2	MCF7	MALME-3M	HS 578T	T-47D	MDA-MB-231	LOX IMVI	BT-549
Cc1cccc(C)c1N=C(N)N[N+](=O)[O-]
    102.3	100.7	115.7	121.5	102.7	112.9	97.7	108.3
CCCCCC1(CCSC(=N)N)C(=O)NC(=O)NC1=O
    110.6	nt	111.8	96.0	106.5	96.7	96.3	117.8
CC(C)(C)N=C1Nc2ccccc2N[C@]12CC[C@@]1(C)[C@@H](CC[C@@H]3[C@@H]1CC[C@@]1(C)[C@H]3CC[C@]1(C)O)C2
    90.8	46.8	76.4	70.8	56.5	68.1	54.2	57.6
COc1ccccc1CC(N)c1ccccc1OC (stereo not given)
    111.2	89.5	102.4	106.0	110.9	108.3	99.0	nt
CC(Cl)CN(CC(C)Cl)c1ccc2c(c1)Cc1cc(F)ccc1-2 (stereo not given)
    86.8	54.6	83.9	93.4	76.8	89.9	78.2	87.2
C[C@]12CC[C@H]3[C@@H](CC4SC(c5ccc(Cl)cc5)=NC45C[C@H](O)CC[C@]35C)[C@@H]1CC[C@@H]2O (stereo not given in full)
    97.2	91.2	84.6	77.9	85.9	96.6	84.2	72.3
COc1ccc(N(CC(=O)NCCC[Te]c2ccccc2)C(=O)c2ccccc2)cc1
    101.5	13.2	129.3	32.4	134.5	14.2	32.8	-36.2*
c1ccc2nc(N3CCNCC3)ccc2c1
    112.0	nt	97.5	119.6	105.0	87.2	107.1	90.9
CCOP(=O)(OCC)C(C)OC (stereo not given)
    99.6	98.0	105.8	nt	103.1	101.1	94.0	108.6
O=C(NC([Se])=NC1CCCCC1)c1ccc2c(c1)OCO2
    99.6	81.6	57.3	60.8	-0.4*	68.5	81.6	96.7

Following part:
Every second line gives: SK-MEL-2	MCF7	MALME-3M	HS 578T	T-47D	MDA-MB-231	LOX IMVI	BT-549
CN(C)c1ccc(-c2ccc(N(C)C)cc2)cc1
    111.6	87.9	82.9	109.9	nt	104.1	103.2	82.1
CC1CN1P(=O)(Oc1ccc(Cl)cc1)N1CC1C (stereo not given)
    104.1	101.3	99.5	106.1	91.0	113.3	94.2	108.9
C[N+](C)(C)C
    116.7&107.8&99.1	96.8&103.7&103.2	95.9&110.3&125.5	104.7&103.3	98.8&102.4&100.3	106.8&115.5&94.7	101.4&102.7&91.4	118.6&100.1&92.6
O=C(O)C1(Br)CC12c1ccccc1-c1ccccc12 (stereo not given)
    109.5	93.4	100.2	110.2	82.5	114.9	96.1	94.9
COC(C)(C)CCC[C@H](C)C/C=C/C(C)=C/C(=O)OC(C)C
    97.1	nt	85.9	118.5	75.7	101.9	92.9	102.7
C[N+](C)(C)Cc1c[nH]c2ccccc12
    108.7&98.2	90.1&99.8	86.5	91.6&97.9	105.0&99.1	100.5&98.1	96.1&95.8	103.3&92.4
O=C(O)c1ccc(P(=O)(O)O)cc1
    105.6	100.5	107.7	98.4	94.6	102.4	99.0	113.2
CC/C(Cc1ccccc1)=C(\c1ccc(OCCN2CCCC2)cc1)c1ccc(OC(=O)NCc2ccccc2)cc1
    95.2	-11.1*	-59.6*	69.5	21.2	51.6	49.3	77.9
Cn1c(=O)c2c(nc(N3CCN(CCCl)CC3)n2C)n(C)c1=O
    100.3	90.4	101.9	109.6	99.9	118.3	96.8	110.8
O=C(O)COC(C[N+](=O)[O-])C(Cl)(Cl)Cl (stereo not given)
    112.8	100.3	99.9	108.9	112.1	99.7	98.7	107.5

Carrying on.
Every second line gives: SK-MEL-2	MCF7	MALME-3M	HS 578T	T-47D	MDA-MB-231	LOX IMVI	BT-549
N#C[Se]Cc1cc(-c2ccccc2)n(-c2ccc(S(N)(=O)=O)cc2)n1
    -35.9*	-26.1*	-47.0*	-17.6*	-1.5*	-68.3*	-69.4*	-34.6*
O=[N+]([O-])c1cc(Cl)cc(Cl)c1
    132.2	94.0	105.5	96.9	105.3	102.9	98.9	122.0
CC1=C([Te]c2ccccc2)C(=O)c2ccccc2C1=O
    9.6*	-77.3*	-49.5*	-22.4*	-51.9*	-24.6*	-41.7*	-30.7*
C/C(=C(\c1ccc(OCCN2CCOCC2)cc1)c1ccc(OC(=O)Cc2ccccc2)cc1)c1ccc(Cl)cc1
    81.5	83.5	103.9	104.0	78.0	96.8	98.6	91.1
CCOP(=O)(Cc1ccc(N)cc1)OCC
    111.1	96.7	104.0	110.5	100.3	98.2	98.2	106.1
COP(=O)(OC)OC=C(Cl)Cl
    92.9	104.6	98.8	129.7	97.7	101.9	105.2	100.8
CN1CCCCC1c1cccnc1 (stereo not given)
    nt	101.3	97.7	nt	96.1	101.8	105.4	108.7
Cc1ccccc1NC(=O)CBr
    98.7	95.0	90.5	112.9	92.7	102.3	82.3	125.2
C[C@]12CCc3sc(Nc4ccc(OC(F)(F)F)cc4)nc3C1=CC[C@@H]1[C@@H]2CC[C@]2(C)C(=O)CC[C@@H]12
    61.8	17.1	76.8	38.5	41.8	73.5	34.8	53.5
N#CC(C#N)=NNc1ccccc1
    110.1	82.2	65.4	118.3	64.7	87.2	98.2	83.4

Further compounds
Every second line gives: SK-MEL-2	MCF7	MALME-3M	HS 578T	T-47D	MDA-MB-231	LOX IMVI	BT-549
CN1CCN(C(=O)COc2ccc(C=C3C(=O)N(C)C(=O)N(C)C3=O)cc2)CC1
    106.3	101.9	111.6	97.4	107.6	105.1	96.8	115.4
CCOC(=O)[C@@H](C)C[C@H](Cc1ccccc1)NC(=O)c1csc([C@@H](C[C@H](C(C)C)N(C)C(=O)[C@@H](NC(=O)[C@H]2C[C@H](O)CCN2C)C(C)C)OC(C)=O)n1
    16.8	20.0	35.1	19.4	79.4	14.5	18.2	-31.9*
CCC(/C=C(C)/C=C/C(=O)c1c(O)c(-c2ccc(O)cc2)c[nH]c1=O)CO (stereo not given)
    88.7	88.7	nt	83.8	92.6	110.8	87.2	78.8
CCOC(=O)NC(=O)CCl
    93.2	110.5	95.0	110.7	86.8	100.7	93.7	94.8
S=P(NC1CCCCC1)(N1CC1)N1CC1
    113.6	89.0	105.7	113.8	105.8	104.0	96.5	119.7

Of the compounds above, these contain four or more nitrogen atoms.
Every second line gives: SK-MEL-2	MCF7	MALME-3M	HS 578T	T-47D	MDA-MB-231	LOX IMVI	BT-549
Nc1nc(=S)nc(N)[nH]1
    100.9	96.5	102.3	nt	94.5	92.1	nt	77.8
CCN(CCCl)/N=N/c1nc2c([nH]1)c(=O)n(C)c(=O)n2C
    92.7	94.4	98.5	111.3	85.1	111.9	101.0	101.3
CCOP(=O)(Nc1ccc2c(c1)/C(=N/NC(N)=S)c1ccccc1-2)OCC
    109.8	69.6	139.0	82.0	nt	59.7	88.9	101.4
Cc1ccc(C(=O)Nc2ccc(CCN3CCN(CCCl)CC3)cc2)cc1Nc1ncnc2nc[nH]c12
    95.2	90.6	97.2	101.0	78.0	80.0	87.6	94.1
O=C(N/N=C\c1ccc(N(CCCl)CCCl)cc1)C(=O)N/N=C\c1ccc(N(CCCl)CCCl)cc1
    107.1	77.8	99.4	nt	100.2	98.9	98.7	97.9
CCN1CC2(CN(CC)C1=S)C(=O)NC(=O)NC2=O
    99.0	92.5	103.4	103.7	90.4	109.7	102.9	91.4
Cc1cccc(C)c1N=C(N)N[N+](=O)[O-]
    102.3	100.7	115.7	121.5	102.7	112.9	97.7	108.3
CCCCCC1(CCSC(=N)N)C(=O)NC(=O)NC1=O
    110.6	nt	111.8	96.0	106.5	96.7	96.3	117.8
Cn1c(=O)c2c(nc(N3CCN(CCCl)CC3)n2C)n(C)c1=O
    100.3	90.4	101.9	109.6	99.9	118.3	96.8	110.8
N#C[Se]Cc1cc(-c2ccccc2)n(-c2ccc(S(N)(=O)=O)cc2)n1
    -35.9*	-26.1*	-47.0*	-17.6*	-1.5*	-68.3*	-69.4*	-34.6*
N#CC(C#N)=NNc1ccccc1
    110.1	82.2	65.4	118.3	64.7	87.2	98.2	83.4
CN1CCN(C(=O)COc2ccc(C=C3C(=O)N(C)C(=O)N(C)C3=O)cc2)CC1
    106.3	101.9	111.6	97.4	107.6	105.1	96.8	115.4
CCOC(=O)[C@@H](C)C[C@H](Cc1ccccc1)NC(=O)c1csc([C@@H](C[C@H](C(C)C)N(C)C(=O)[C@@H](NC(=O)[C@H]2C[C@H](O)CCN2C)C(C)C)OC(C)=O)n1
    16.8	20.0	35.1	19.4	79.4	14.5	18.2	-31.9*

Reformatted: 2 of the compounds above
SMILES	SK-MEL-2	MCF7	MALME-3M	HS 578T	T-47D	MDA-MB-231	LOX IMVI	BT-549
CC/C(Cc1ccccc1)=C(\c1ccc(OCCN2CCCC2)cc1)c1ccc(OC(=O)NCc2ccccc2)cc1	95.2	-11.1*	-59.6*	69.5	21.2	51.6	49.3	77.9
Cn1c(=O)c2c(nc(N3CCN(CCCl)CC3)n2C)n(C)c1=O	100.3	90.4	101.9	109.6	99.9	118.3	96.8	110.8
